# NCI-60 one-dose screen, 48 h, at 10 µM unless noted. Numbers give growth in % (100 = growth as untreated, 0 = no growth, -100 = all killed).
# DU-145: DU-145 prostate cancer; actives 4.2% (n = 81,000)
# 786-0: 786-0 renal cancer cells | actives 5.1% (n = 81,000) | AID 1794775
# SN12C: SN12C renal cancer cells | actives 3.8% (n = 81,000) | AID 1794767
# CAKI-1: CAKI-1 renal cancer | actives 4.7% (n = 75,000) | AID 1794772
# UO-31: UO-31 renal cancer | actives 5.2% (n = 81,000) | AID 1794768
# A498: A498 renal cancer cells | AID 1794774 | actives 5.4% (n = 76,000)
# RXF 393: RXF 393 renal cancer cells; actives 6.9% (n = 77,000); AID 1794773
# TK-10: TK-10 renal cancer cells | actives 3.9% (n = 81,000) | AID 1794769
# ACHN: ACHN renal cancer; AID 1794771; actives 4.9% (n = 81,000)
# The depositor's hits bear a star; nt = not tested or not shown. How the source made its calls: active means growth percent below 10; inactive means the rest.
SMILES,DU-145,786-0,SN12C,CAKI-1,UO-31,A498,RXF 393,TK-10,ACHN
COc1ccc(-c2noc(C(=O)O)c2-c2cc(OC)c(OC)c(OC)c2)cc1,36,33,38,23,39,32,21,46,35
CCOC(=O)c1c2ccc3cn(Cc4ccc(Cl)cc4)nc3c2c(C)n1Cc1ccccc1,106,95,96,72,85,133,51,111,87
COc1ccc(N2C(=O)CSC2c2ccc(Cl)cc2)cc1 (stereo not given),115,88,95,97,88,107,106,98,96
CC(C)OC(=O)[C@]12CCC(C)(C)C[C@H]1C1=CC[C@@H]3[C@@]4(C)C/C(=C/c5cnc[nH]5)C(=O)C(C)(C)[C@@H]4CC[C@@]3(C)[C@]1(C)CC2,108,110,95,55,80,102,109,111,101
Cc1ccc2c(c1)nc(-c1ccccc1)n2CC(=O)N=Nc1c(O)[nH]c2ccc(Cl)cc12,-38*,-92*,-78*,-43*,-90*,-71*,-88*,-15*,-90*
Clc1ccccc1/C=C/c1nn2c(-c3cccc(Br)c3)nnc2s1,108,101,96,93,89,107,122,128,100
Nc1c(-c2ccc(Cl)cc2)nnn1-c1cccc(C(F)(F)F)c1,98,114,103,94,87,85,91,84,103
CCOC(=O)/C(C#N)=C/c1cccc([N+](=O)[O-])c1,105,93,97,68,91,99,nt,97,100
O=C(O)C(Oc1ccc(Cl)cc1)c1ccc(Cl)cc1 (stereo not given),103,112,103,90,75,109,116,106,99
Oc1c2c(n3cccc13)=c1c(Cl)cccc1=N2,115,91,101,124,nt,84,111,102,120
COc1cc(-c2nn(C(C)(C)C)cc2-c2ccnc(NCCCNS(=O)(=O)c3cccc(F)c3)n2)ccc1Cl,69,70,59,26,43,34,-0.5*,68,83
Cc1ccc(N/N=C(\C#N)C(=O)Nc2cc(-c3ccccc3)nn2-c2ccccc2)cc1,78,85,64,68,79,59,92,90,76
O=C(NCCNC(=O)c1ccc(F)cc1)Nc1ccc(-n2cc(-c3ccncc3)c(-c3ccc(Cl)c(O)c3)n2)cc1,2.3*,-11*,32,nt,17,-24*,3.4*,12,9.3*
O=C1Nc2ccccc2/C1=C/c1ccc(OCC(=O)c2ccccc2)cc1,99,107,94,87,70,104,101,125,97
CS(=O)(=O)c1cccc(Nc2ncc3cc(-c4ccccc4Cl)ccc3n2)c1,19,12,11,9.3*,-4.0*,5.6*,-14*,20,2.9*
CC1SC(c2cccc([N+](=O)[O-])c2)N(NC(=O)CCC(=O)c2nc3ncccc3[nH]2)C1=O (stereo not given),99,92,100,73,70,77,83,111,95
O=C1/C(=C/C2C=Nc3ccccc32)SC(c2ccc(Br)cc2)N1n1cnnc1 (stereo not given),105,103,97,81,75,94,103,104,92
C=CCn1c(C)nc2ccc(Nc3nc(N4CCOCC4)nc4ccccc34)cc21,110,100,105,96,93,79,104,116,106
O=C(O)c1cn(C2CC2)c2cc(N3CCN(C(=O)CN4C(=O)CSC4=O)CC3)c(F)cc2c1=O,91,94,92,76,56,101,62,74,94
CN=C(N)NCCC[C@H](N)C(=O)O,106,104,100,104,76,63,99,114,108

# An excerpt of these results, with tabs:
SMILES	DU-145	786-0	SN12C	CAKI-1	UO-31	A498	RXF 393	TK-10	ACHN
CCOC(=O)/C(C#N)=C/c1cccc([N+](=O)[O-])c1	105	93	97	68	91	99	nt	97	100
O=C(O)C(Oc1ccc(Cl)cc1)c1ccc(Cl)cc1 (stereo not given)	103	112	103	90	75	109	116	106	99
Oc1c2c(n3cccc13)=c1c(Cl)cccc1=N2	115	91	101	124	nt	84	111	102	120
COc1cc(-c2nn(C(C)(C)C)cc2-c2ccnc(NCCCNS(=O)(=O)c3cccc(F)c3)n2)ccc1Cl	69	70	59	26	43	34	-0.5*	68	83
Cc1ccc(N/N=C(\C#N)C(=O)Nc2cc(-c3ccccc3)nn2-c2ccccc2)cc1	78	85	64	68	79	59	92	90	76
O=C(NCCNC(=O)c1ccc(F)cc1)Nc1ccc(-n2cc(-c3ccncc3)c(-c3ccc(Cl)c(O)c3)n2)cc1	2.3*	-11*	32	nt	17	-24*	3.4*	12	9.3*
O=C1Nc2ccccc2/C1=C/c1ccc(OCC(=O)c2ccccc2)cc1	99	107	94	87	70	104	101	125	97
CS(=O)(=O)c1cccc(Nc2ncc3cc(-c4ccccc4Cl)ccc3n2)c1	19	12	11	9.3*	-4.0*	5.6*	-14*	20	2.9*
CC1SC(c2cccc([N+](=O)[O-])c2)N(NC(=O)CCC(=O)c2nc3ncccc3[nH]2)C1=O (stereo not given)	99	92	100	73	70	77	83	111	95
O=C1/C(=C/C2C=Nc3ccccc32)SC(c2ccc(Br)cc2)N1n1cnnc1 (stereo not given)	105	103	97	81	75	94	103	104	92
C=CCn1c(C)nc2ccc(Nc3nc(N4CCOCC4)nc4ccccc34)cc21	110	100	105	96	93	79	104	116	106
O=C(O)c1cn(C2CC2)c2cc(N3CCN(C(=O)CN4C(=O)CSC4=O)CC3)c(F)cc2c1=O	91	94	92	76	56	101	62	74	94
CN=C(N)NCCC[C@H](N)C(=O)O	106	104	100	104	76	63	99	114	108

# The results go on.
SMILES,DU-145,786-0,SN12C,CAKI-1,UO-31,A498,RXF 393,TK-10,ACHN
CC(=O)c1sc2sc(C(C)=O)c(C)c2c1C,111,89,98,86,88,-82*,93,75,99
N#Cc1cn(Cc2ccc(Cl)cc2Cl)c(C(=O)c2ccccc2)c1N,100,96,85,80,67,77,88,95,92
CC(C)(C)NC(=O)CN(C(=O)c1ccccc1C(=O)NCc1ccco1)C(C)(C)C,109,100,101,103,96,nt,92,101,105
CC(C)(NC(=O)c1ccccc1[N+](=O)[O-])C(=O)O,102,102,101,95,90,nt,119,91,98
O=C(Nc1ccc(Cl)c(Cl)c1)O/N=C\c1c(Cl)ccc([N+](=O)[O-])c1Cl,-82*,5.1*,-52*,7.8*,-33*,46,-45*,-97*,-60*
CC1CCC2(CC1)N=C(N)N=C(N)N2c1ccc(S(=O)(=O)Nc2ccccn2)cc1 (stereo not given),112,107,97,95,89,105,112,95,102
O=C(CC(O)c1coc(-c2ccc(Cl)cc2)n1)c1ccc(Cl)cc1 (stereo not given),107,108,95,95,88,85,109,100,109
COc1ccc2cc([C@H](C)C(=O)N/N=C/c3cccc(Cl)c3)ccc2c1,101,88,79,94,70,113,101,104,94
CC(C)n1c2ccc(Br)cc2c2c3c(c4c5ccccc5ccc4c21)C(=O)NC3=O,84,101,86,82,59,72,98,92,68
COc1ccc(-c2cc(C(=O)N=Nc3c(O)[nH]c4ccccc34)c3ccccc3n2)cc1OC,104,104,95,95,85,82,101,nt,102
COc1ccccc1NC(=S)Nc1ccc(-c2nc3ccccc3o2)cc1,104,93,102,90,93,nt,102,92,107
CCCc1nn(-c2ccccc2)c2c1C(c1cc3c(cc1[N+](=O)[O-])OCO3)C(C#N)=C(N)O2 (stereo not given),108,102,98,89,88,115,111,113,103
CC[C@]1(O)C[C@H]2CN(CCc3c([nH]c4ccccc34)C(C(=O)OC)(c3cc4c(cc3OC)N(C)[C@H]3[C@@](O)(C(=O)OC)[C@H](OC(C)=O)[C@]5(CC)[C@@H]6C[C@@H]6CN6CC[C@]43[C@@H]65)C2)C1 (stereo not given in full),12,-8.7*,22,-13*,9.7*,17,35,53,5.9*
O=C(/C=C/c1cn(-c2ccccc2)nc1-c1ccccc1)OCc1cn(-c2ccc(F)c(Cl)c2)nn1,93,99,80,86,68,80,109,93,97
CN1CCN(C(c2ccccc2)c2ccc(Cl)cc2)CC1 (stereo not given),106,83,84,77,53,93,80,nt,73
O=C(/C=C/c1ccc(Cl)cc1)c1ccc(O)c(CN2CCN(c3cc4c(cc3F)c(=O)c(C(=O)O)cn4C3CC3)CC2)c1,64,55,27,45,33,40,45,74,32
COc1ccc(C2=NN(c3ccccc3)C(c3cccc(Nc4ccnc5cc(Cl)ccc45)c3)C2)cc1 (stereo not given),91,80,97,nt,64,93,86,95,87
Cc1c(C(=O)Nc2ccc(F)cc2)sc2c(=O)[nH]cnc12,102,94,100,84,71,84,120,90,102
Cc1nn(-c2ccccc2)c2ncc3c(c12)C(=O)N(Cc1ccccc1)C3=O,99,-4.9*,24,-0.5*,-30*,-10*,68,-26*,-22*
CCCN(CCC)c1cc(=O)nc2ccccn12,115,102,101,117,84,106,109,119,103
Cc1ccc(C)c(N=NC(C#N)C#N)c1,116,97,97,99,93,86,128,99,100
Cc1cc(=O)oc2cc(OCCCCOc3ccc(/C=C/C(=O)Nc4ccccc4F)cc3)ccc12,99,82,88,98,78,111,nt,109,95
COc1ccc(-c2nc3sc(C)cn3c2/C=C/C(=O)c2cc(OC)c(OC)c(OC)c2)cc1,82,48,59,77,32,53,84,97,54
Cn1cc(-c2nn3c(=O)cc(-c4ccccc4)nc3s2)c2cc(Cl)ccc21,101,110,87,85,73,111,92,118,86
O=S(=O)(Nc1ccccn1)c1ccc(Cl)cc1,106,99,107,92,90,87,112,94,40
CCC(C(=O)OC)C(=O)c1ccccc1 (stereo not given),108,nt,99,91,nt,104,114,103,98
CC(O)CNC(=O)Nc1ccccc1 (stereo not given),114,104,95,105,91,87,98,114,97
Fc1cc(-c2nnc3n2NC(=Nc2ccc(Cl)cc2Cl)CS3)c(Cl)cc1Cl,105,78,92,72,62,84,109,89,83
COc1ccc(OC)c(NCCN2C(=O)c3ccccc3C2=O)c1,108,102,98,89,94,76,115,114,101
N#CC1C(=O)NC(=O)C(C#N)C1CCc1ccccc1 (stereo not given),115,100,101,86,86,115,100,105,98
C=CCn1c(C)nc2ccc(Nc3nc(Sc4ccc(N)cc4)nc4ccccc34)cc21,114,102,94,91,90,48,144,107,101
CC1(O)c2ccccc2-c2ccccc21,105,96,97,96,69,98,130,96,107
CC(=O)N(C)c1ccc(N)cc1,115,112,98,113,90,81,103,103,118
Cc1ccc(-n2nc3c(c(C#N)c2=O)CC(c2ccccc2[N+](=O)[O-])C([N+](=O)[O-])=C3O)cc1 (stereo not given),80,83,92,77,62,96,82,115,86
CCc1nc(C#N)c(N2CCC(c3nc(-c4ccccc4OC)no3)CC2)o1,101,102,99,90,86,78,102,100,100
O=[N+]([O-])c1ccc(/C=[N+](\[O-])CCO)o1,113,101,111,119,66,106,102,116,105
O=C(c1ccccc1)N(CCCl)C(=O)N(CCCl)C(=O)c1ccccc1,109,103,94,97,82,97,104,103,94
CCOC(=O)c1cnn2c(-c3ccc(Cl)cc3)nc(N3CCCC3)nc12,88,92,73,nt,50,69,85,73,104
CCOC(=O)c1ccc(Nc2nc(NN)nc(-c3ccccc3)c2C#N)cc1,112,101,104,114,86,128,115,96,104
C[C@@H](C[C@H](CCO)c1ccccc1)c1cc2ccccc2o1,99,98,92,84,99,82,101,102,98
CN1CCN(CCOc2ccc(-c3cnc4c(-c5ccccc5F)cnn4c3)cc2)CC1,61,-74*,61,46,39,nt,50,71,56
O=C1OCC/C1=N/O,107,106,95,99,91,106,nt,100,100
COC(=O)[C@]1(C)N[C@H](c2cn(-c3ccccc3)nc2C)[C@@H]2C(=O)N(c3ccccc3)C(=O)[C@@H]21,114,100,106,101,95,94,100,112,112
CCOC(=O)/C(C#N)=C\N1CCN(C(=O)CCCl)c2ccccc21,100,94,98,104,71,90,104,111,100
COC(=O)CC(=O)c1cccc([N+](=O)[O-])c1,113,nt,102,94,86,nt,113,111,101
COCCNC(C(=O)c1ccccc1)c1ccccc1 (stereo not given),107,93,100,102,98,88,101,nt,106
c1ccc(-c2nc3sc(C(c4ccccc4)c4ccccc4)nn3c2-c2ccccc2)cc1,100,95,94,nt,91,88,109,nt,98
O=C(/C=C/C=C/c1ccc2c(c1)OCO2)NN=C(c1ccc(F)cc1)c1ccc(F)cc1,99,100,104,87,82,nt,111,110,101
CC1=CSC2=NC(c3ccc(Cl)c(Cl)c3)=CC(c3ccc(Cl)cc3)N12 (stereo not given),20,22,14,5.3*,7.9*,-12*,-48*,19,13
Cc1c(C(=O)NO)sc2ncnc(Nc3ccc(Cl)cc3)c12,109,109,99,86,71,nt,107,155,97
FC(F)(F)Oc1cccc(C2=CN=C3SC(Cc4cccnc4)=NC23)c1 (stereo not given),67,74,57,70,25,54,46,82,69
O=C1C2C(C(=O)N1CC[Se][Se]CCN1C(=O)C3C(C1=O)[C@H]1C=C[C@@H]3C1)[C@H]1C=C[C@@H]2C1 (stereo not given in full),-47*,-84*,3.4*,-88*,-84*,nt,-89*,-70*,-52*
Cc1ccc(S(=O)(=O)N(C)c2ccc3c(c2)C(=O)c2ccccc2-3)cc1,109,99,95,85,66,nt,97,105,83
Cc1ccc2nc(NC(=O)CSc3nc(-c4ccccc4)c(C(=O)O)c(=O)[nH]3)sc2c1,111,106,102,95,86,112,122,105,111
Clc1cc(Cl)c(Cl)c(-c2nnc3sc(-c4ccncc4)nn23)c1,94,103,91,67,79,135,104,123,93
Cc1c(-c2ccccc2)c(-c2ccccc2)c(C)n1-c1ccc(F)cc1,96,80,69,61,73,74,92,90,79
CCCCCCCOC(C)=O,111,97,101,102,97,90,95,96,106
COc1ccc(-n2c(-c3ccccc3)c(-c3ccccc3)c3c(SCC(=O)N/N=C/c4ccc(N(C)C)cc4)ncnc32)cc1,99,91,85,86,71,85,65,108,84
Cc1ccc(NC(=O)CSc2nnc(-c3ccc(NC(=O)c4cccnc4)cc3)o2)cc1,117,107,64,99,103,85,110,113,104
C(=N/N=C(N/N=C/c1cccs1)N/N=C/c1cccs1)/c1cccs1,78,78,68,84,30,100,85,81,74
# Further compounds.
SMILES,DU-145,786-0,SN12C,CAKI-1,UO-31,A498,RXF 393,TK-10,ACHN
O=C(Cn1nnc2ccccc21)N/N=C/c1ccccc1F,107,98,84,98,87,85,101,107,106
O=C(O)c1ccccn1,107,100,107,96,95,95,103,84,101
O=C(O)CN1C(=O)S/C(=C\C(Cl)=C\c2ccc([N+](=O)[O-])cc2)C1=O,103,102,102,100,90,107,116,116,105
Cc1ccc(NC(=S)/N=C/c2c(O)[nH]c(=O)[nH]c2=O)c(C)c1,102,99,108,103,78,101,104,114,103

# Assay outcomes: PubChem BioAssay, NCI

# Rows are unselected (roughly 11% active in at least one column).
